Assay outcomes from PubChem.
IEC-6 tox: counter-screen for KLF5 inhibitors: cytotoxicity in IEC-6 cells. 290,000 tested, 0.78% active. inhibition, % at 5 µM. AID 1825. IEC-6 cytotoxicity, luminescence viability; in the data active = inhibition above about 22%;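 also: 0% = plate median of test compound wells and 100% = cytotoxic reference compound wells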
HSF-1 act: increases HSF-1 driven luciferase reporter signal | NIH3T3-HGL HSF-1 luciferase reporter, MG132, 8 h; 100% = twice DMSO control signal | activation, % at 9 µM | 300,000 tested, 1.7% active | AID 504408;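 active = mean replicate activation of at least 50% with a set share of replicates each reaching 50%; inconclusive = only one of those two conditions met; inactive = mean below 50% and too few replicates reaching it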;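 also: 0% = median of the neutral control wells and 100% = twice that signal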
HIF activator: HIF pathway transcriptional activation; 300,000 tested, 0.32% active; U2OS HRE-luciferase reporter, luminescence; normalized: DMSO 0%, desferrioxamine 100%; AID 1910; activation, % at 7.5 µM (by protocol);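 active = mean activation of at least 10% of the iron chelator positive control signal, with at least half of replicates also reaching 10%; inconclusive = mean and replicate majority disagree about reaching 10%; inactive = mean and most replicates under 10%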
AI-2 QS modul: modulators of Vibrio harveyi AI-2 quorum sensing system; Vibrio harveyi JMH597 AI-2 luminescence/OD600 ratio, 9 h; stronger effect = lower value; strain lacks LuxN and CqsS sensors; 0 = neutral-control median; activity change, % at 7.5 µM; 300,000 tested, 0.4% active; AID 2094; in the data active = activity change below about -75%, passing the limit was not always enough; inconclusive = no clear call, values can overlap the other calls;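 also: luminescence divided by OD600 gain over 9 h not by final OD600 alone; inactives centre near 13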
aSyn 5UTR inh: 5' untranslated region of α-synuclein, MLPCN primary screen; 300,000 tested, 0.82% active; AID 1813; alpha-synuclein 5'UTR reporter, inhibitor activity; inhibition, % (tested at 7.5 µM); in the data active = inhibition above about 60%; inconclusive = no clear call, values can overlap the other calls;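 also: H4 neuroglioblastoma cells stably carrying SNCA 5'UTR luciferase fusion; 0% = DMSO wells and 100% = positive control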
HSP90 refold inh: blocks HSP90-mediated luciferase refolding in reticulocyte lysate. Rabbit reticulocyte lysate, luciferase refolding luminescence, 3 h. inhibition, % at 5.6 µM. 290,000 tested, 0.91% active. AID 1789;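 active = inhibition above the screen-wide mean plus 3 SD, computed separately per campaign, cut at about 16% in these data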;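 also: 0% = DMSO wells and 100% = 60 µM geldanamycin wells; inhibitors lower the luminescence because luciferase stays unfolded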
Platelet DG rel: modulates dense granule release in human platelets; human platelet-rich plasma, SFLLRN dense granule ATP release, luminescence; inhibition, %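 (compounds screened at 7.5 µM in platelet-rich plasma)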; 300,000 tested, 0.22% active;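 active = mean replicate score, as percent of positive control, at or above 50; inconclusive = mean below 50 but at least one replicate at or above 50; inactive = mean and every replicate below 50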
HDAC3 inh: blocks human histone deacetylase 3; 320,000 tested, 0.15% active; inhibition, % at 8.3 µM; O15379; recombinant HDAC3, fluorogenic peptide/trypsin coupled, fluorescence; in the data active = inhibition above about 26%, passing the limit was not always enough; inconclusive = no clear call, values can overlap the other calls
Target sequence (O15379 whole entry, looked up): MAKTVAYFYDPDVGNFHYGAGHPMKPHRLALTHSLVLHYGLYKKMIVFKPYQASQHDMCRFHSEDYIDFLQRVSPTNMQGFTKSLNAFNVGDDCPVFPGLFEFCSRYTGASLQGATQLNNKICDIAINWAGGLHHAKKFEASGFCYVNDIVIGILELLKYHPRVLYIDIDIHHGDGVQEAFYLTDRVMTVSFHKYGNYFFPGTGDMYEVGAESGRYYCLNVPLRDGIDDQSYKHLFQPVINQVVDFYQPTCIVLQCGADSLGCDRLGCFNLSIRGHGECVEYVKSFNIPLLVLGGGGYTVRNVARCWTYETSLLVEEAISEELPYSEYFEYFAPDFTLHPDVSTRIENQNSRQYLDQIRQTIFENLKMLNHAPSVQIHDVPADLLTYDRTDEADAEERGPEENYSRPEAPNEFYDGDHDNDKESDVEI
HSF1 inh: HSF1 inhibition. NIH3T3-HGL HSE-luciferase, MG132-induced, luminescence 8 h; stronger effect = lower value. activity change, negative = inhibition, % at 7.5 µM (by protocol). 300,000 tested, 0.77% active. AID 2098;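 active = more than half of replicate wells show activity change below -50%, luminescence cut by over half; inconclusive = some wells, but at most half, below -50%; inactive = no replicate well below -50%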;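 also: luciferase reports HSF-1 transcriptional activity via heat shock element; 0% = median of DMSO wells and -100% = zero luminescence signal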
KLF5 inh: kruppel-like factor 5 inhibition. AID 1700. inhibition, % at 5 µM. DLD-1 KLF5 promoter-luciferase reporter, luminescence. 290,000 tested, 0.23% active;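 active = inhibition above a per-plate limit of that plate's mean compound inhibition plus 3 SD, cut at about 60% in these data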;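 also: 0% = DMSO wells and 100% = LY294002 at 200 µM; higher means less KLF5 promoter-driven luciferase light; inactives centre near -14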
An asterisk follows results filed as active; ? = inconclusive; nt = no result given.

Start of the listing, in advance (2 entries):
SMILES	IEC-6 tox	HSF-1 act	HIF activator	AI-2 QS modul	aSyn 5UTR inh	HSP90 refold inh	Platelet DG rel	HDAC3 inh	HSF1 inh	KLF5 inh
COC(=O)c1cc(-c2ccc(C)o2)nc2ccccc12	0	19	0.0	16	-30	1	3	6	8	-21
CCn1c(C)c(C)c2cc(C(=O)NCCc3ccco3)ccc21	1	9	0.5	11	-20	-6	14	-1	4	-12

The whole of this part, from the start:
SMILES	IEC-6 tox	HSF-1 act	HIF activator	AI-2 QS modul	aSyn 5UTR inh	HSP90 refold inh	Platelet DG rel	HDAC3 inh	HSF1 inh	KLF5 inh
COC(=O)c1cc(-c2ccc(C)o2)nc2ccccc12	0	19	0.0	16	-30	1	3	6	8	-21
CCn1c(C)c(C)c2cc(C(=O)NCCc3ccco3)ccc21	1	9	0.5	11	-20	-6	14	-1	4	-12
O=C(CN1CCOCC1)OCCCc1ccccc1	3	-12	-0.1	8	2	2	nt	1	1	12
CC(C)n1c(N2CCN(C(=O)Nc3ccccc3)CC2)nc2ccccc21	-6	-30	1.7	1	-2	3	0	-3	-8	1
COC(=O)c1cc(S(=O)(=O)N2CCN(c3cccc(OC)c3)CC2)cn1C	4	28	-0.2	18	1	-3	-1	2	9	-18
O=S(=O)(NCC(c1ccc2c(c1)OCO2)N1CCOCC1)c1ccc(F)cc1 (stereo not drawn)	nt	-2	-0.5	7	-13	nt	19	nt	-3	nt
COc1cc(C2Nc3ccccc3C(=O)N2NS(C)(=O)=O)c([N+](=O)[O-])cc1OC (stereo not drawn)	4	6	-1.1	25	-22	-1	17	-8	-8	-31
CCOc1ccc(NC(=O)N(C2CCCCC2)C(C)c2cccnc2)cc1 (stereo not drawn)	5	2	0.0	23	0	3	13	7	-4	-10
CCOc1ccc(NS(=O)(=O)c2ccc(NC(=O)C3CCCO3)cc2)cc1 (stereo not drawn)	-1	6	-0.2	81	-7	4	-10	-3	-11	-27
CCn1c(SCC(=O)Nc2cc(C)on2)nnc1-c1cccs1	2	8	-0.3	9	15	0	-1	1	-2	-20
Cc1ccc(NC(=O)c2cncc(Br)c2)c([N+](=O)[O-])c1	6	-22	2.0	10	-61	1	13	6	-6	-39
C=CCOC(=O)C1=C[C@H](c2ccc(C(F)(F)F)cc2)[C@@H](CCCO)[C@H](OCC)O1	6	19	-0.3	4	-12	7	0	23	4	-15
COc1ccc(N2CCC(CNC(=S)Nc3cc(C)ccc3C)C2)cc1 (stereo not drawn)	-3	18	0.1	7	2	10	-1	-1	5	-16
Cc1c(/C=N/NC(=O)c2cccnc2)cc(C#N)n1C	3	-4	0.0	76	10	-2	-1	4	-6	8
C=C(C)C(=O)Nc1cccc(C2=NOC3(C2)C[C@@H](C(N)=O)N(C(=O)CCCCC)C3)c1 (stereo partly drawn)	nt	-6	-0.1	20	14	nt	0	1	-6	nt
CC(C)c1ccccc1NC(=O)CNCCc1ccc(C(F)(F)F)cc1	4	-16	-0.5	-13	23	5	6	23	-3	3
O=[N+]([O-])c1ccc(-c2cnc[nH]2)cc1	2	21	6.9	7	-60	1	13	-1	-1	-37
COc1ccc(CSc2nnnn2-c2ccc(O)cc2)cc1F	-12	17	-0.2	-67	-2	-1	10	-4	0	-4
CN1C(=O)N(C)C(c2cccc([N+](=O)[O-])c2)C2=C1CCCC2=O (stereo not drawn)	2	15	-0.2	31	-5	3	-1	4	6	-29
O=C1NC(c2ccccc2)=C(c2ccccc2)C1=O	1	nt	nt	nt	nt	-2	nt	3	nt	-41
CC(=O)c1c(Nc2ccccc2)sc(C(=O)c2ccccc2)c1C	6	-5	-0.1	4	13	3	-8	-1	-2	-1
O=C1C2C3C=CC(C3)C2C(=O)N1CCN1CCN(Cc2ccc([N+](=O)[O-])cc2)CC1 (stereo not drawn)	-7	-8	-0.1	10	21	-2	-2	3	-6	-36
Cc1nn(Cc2ccc(Cl)cc2)c(C)c1NC(=O)CCCn1nc([N+](=O)[O-])c(Cl)c1C	3	19	0.2	0	27	1	8	-8	6	2
Cc1ccc(C2C(=O)N(C3CCC(C)CC3)CC(=O)N2C2CCCC2)cc1 (stereo not drawn)	-5	-6	-0.3	9	8	2	-10	5	0	6
CN1CCN(c2nnc(-c3cccs3)c3ccccc23)CC1	0	-25	1.1	-4	9	2	8	11	-8	7
O=C(O)/C=C/C(=O)NCc1ccccn1	-2	-10	-0.4	1	12	0	1	-4	-10	-15
CCN1CCN(C(=O)/C(=C/c2cccs2)NC(=O)c2ccc(C)c(C)c2)CC1	2	-13	-0.4	27	13	-5	1	8	-2	-10
COc1cc(/C=C/C(=O)O)cc(S(=O)(=O)NC2CC2)c1OC	-3	25	0.1	18	29	0	23	-5	-4	-9
C/C(=N/OC(=O)c1ccccc1)c1oc(C)nc1C	3	2	0.0	19	-23	-2	6	-11	-3	0
CC(C)[C@H](NC(=O)c1cccc(CN(Cc2ccccc2)C(=O)/C=C/c2ccccc2)c1)C(=O)O	nt	3	-0.1	15	-8	nt	15	-2	6	nt
CCOc1ccc(-c2ccc(/C=C3/C(=N)N4C=CSC4=NC3=O)o2)c([N+](=O)[O-])c1	1	33	0.3	24	-72	6	-11	-3	-1	4
O=C(COC(=O)/C=C/c1ccc(C(F)(F)F)cc1)NC1CCS(=O)(=O)C1 (stereo not drawn)	nt	-6	-0.1	-2	-2	nt	-2	1	15	nt
CCCC(=O)Nc1c(C(=O)OCC)[nH]c2ccccc12	5	1	-0.4	6	0	1	6	-6	4	0
CCOC(=O)C1=C(CSc2nc3c(cc2C#N)CN(C)CC3)OC(N)=C(C#N)C1c1ccc(Cl)cc1 (stereo not drawn)	-2	13	-0.1	23	-21	1	0	3	6	-8
COCCCNC(=S)N(CCO)Cc1cc2cc3c(cc2[nH]c1=O)OCO3	0	5	-0.4	9	-11	2	0	-5	-6	-36
Cc1c(CN2CCC(CO)(Cc3ccccc3)CC2)c2ccccc2n1C	7	-10	-0.9	41	-8	10	8	-4	-9	-11
COc1ccccc1NC(=O)c1cc(Br)ccc1Cl	4	-6	0.0	2	-21	2	0	-3	8	-13
O=C1C2C3C=CC(C3)C2C(=O)N1Cc1ccccc1 (stereo not drawn)	-2	7	-0.6	22	-20	3	9	7	6	-6
Cc1ccc2oc(C(=O)NCC(c3ccco3)N(C)C)c(C)c2c1 (stereo not drawn)	4	21	3.6	-2	-73	4	-16	2	10	-16
CCC(CC)NCC(O)COc1ccc(Br)cc1 (stereo not drawn)	5	nt	nt	8	nt	1	nt	-2	nt	-8
CCOC(=O)c1ccc(CNC(=O)CSc2nnnn2-c2ccc(Cl)cc2)o1	-3	-1	-5.6	2	-11	-4	-1	3	-5	4
CCOC(=O)c1c(NC(=O)CSc2nc3ccccc3c(=O)n2-c2ccccc2)sc(C(C)=O)c1C	-7	7	-0.2	13	21	-1	7	2	4	-12
CCOCCCNC(=O)C1CCCN(S(=O)(=O)c2cccc3nsnc23)C1 (stereo not drawn)	2	-19	0.9	nt	-4	2	8	2	-4	-1
CCC(=O)Nc1cc2c(cc1C(=O)CC)OCCO2	2	-6	0.0	11	14	7	-2	5	-5	9
CCN(CC(=O)NC1CC1)S(=O)(=O)c1ccccc1	1	1	0.9	9	4	-1	23	0	0	-11
NC(=O)CSc1nc2ccccc2nc1SCC(N)=O	0	-5	-0.4	37	15	2	0	-10	-5	1
CCOc1ccc(NC(=O)CSc2nnc(C)n2CC2CCCO2)cc1 (stereo not drawn)	9	4	-19	17	-2	8	3	-1	-2	-23
O=C(Nc1ccccc1C(=O)N1CCCCCC1)c1cccc(S(=O)(=O)N2CCOCC2)c1	0	11	-0.4	10	3	4	-5	nt	5	-26
Cc1cc(Cl)c2oc(C(=O)NC3CCC(O)CC3)c(C)c2c1 (stereo not drawn)	8	29	-2.3	6	-32	-6	4	-2	13	-51
COc1cccc(C2CC(C(F)(F)F)n3ncc(C(=O)Nc4c(C)n(C)n(-c5ccccc5)c4=O)c3N2)c1 (stereo not drawn)	-4	-3	-1.5	29	40	-6	3	-2	5	-18
CN(C)S(=O)(=O)c1ccc(N2CCCC2)c(C(=O)NC(c2ccccc2)c2ccccc2)c1	3	14	-0.9	13	-6	3	0	-12	-8	-7
COc1ccc(Cl)cc1S(=O)(=O)N1CCN(Cc2ccc3c(c2)OCO3)CC1	-3	nt	-0.1	15	17	1	8	-23	nt	-15
O=C(CCc1ccc(S(=O)(=O)NC2CCCCC2)cc1)NCc1ccccn1	2	5	-0.3	56	2	-4	-1	?	5	-3
CCOC(=O)c1oc2ccccc2c1COC(=O)CNC(=O)c1cccc(C)c1	5	-3	0.1	18	15	-2	8	0	-5	-28
CC(C)COc1ccc(C(=O)N/N=C/c2ccoc2)cc1	3	1	-0.6	12	-5	0	-9	nt	1	-51
COc1ccc(-c2ccc([C@H]3[C@@H]4C=CCC[C@@]4(C)C(=O)N3Cc3ccccc3)c(F)c2)cc1	nt	2	-1.2	19	17	nt	-2	4	0	nt
O=C(CN1C(=O)c2cccc3cccc1c23)N1CCN(c2ccccc2)CC1	-4	23	-0.7	28	0	0	-1	0	10	-15
O=C(CN(C(=O)CCC(=O)Nc1nccs1)c1cccc(C(F)(F)F)c1)NCC1CCCO1 (stereo not drawn)	0	-12	0.9	6	11	-3	-4	-4	2	-12
CCCS(=O)(=O)N1CCC(C(=O)NCc2ccc(F)cc2)CC1	-4	1	-1.0	81	-9	1	-17	-5	2	6
COc1cccc(/C=N/NC(=O)CC2C(=O)NN=C2C)c1OC (stereo not drawn)	-2	6	0.3	25	-10	-1	4	-24	0	-36

Further compounds
SMILES	IEC-6 tox	HSF-1 act	HIF activator	AI-2 QS modul	aSyn 5UTR inh	HSP90 refold inh	Platelet DG rel	HDAC3 inh	HSF1 inh	KLF5 inh
Cc1nc2sccn2c1P(c1c(C)nc2sccn12)c1c(C)nc2sccn12	5	5	-0.5	-5	26	1	-4	nt	0	8
CN(C)c1ccc(C(=O)NC2CCCc3ccccc32)cc1 (stereo not drawn)	1	16	0.5	4	-71	-5	2	nt	-2	-53
Cc1nc(Nc2nc(CSc3ccc(Cl)cc3)cc(=O)[nH]2)nc2ccccc12	1	61*	0.3	-4	8	-4	24	-6	17	-12
COCCN(C(=O)CCl)C(C(=O)NC1CCCCC1)c1ccccc1C (stereo not drawn)	5	10	-2.0	12	-30	3	-8	-12	-7	-27
O=C1NC(=O)/C(=C/c2cccc3ccccc23)S1	6	46	-0.1	72	-31	3	2	1	16	-43
CCOc1ccccc1NC(=O)CC1Nc2cc(C)c(C)cc2NC1=O (stereo not drawn)	3	1	-0.3	46	-4	0	5	3	5	-16
COc1ccc(/C=c2/sc3n(c2=O)NC2(c4ccccc4)N(C)C(=O)N(C)C2(c2ccccc2)N=3)cc1 (stereo not drawn)	-10	3	0.5	4	-2	0	-3	12	1	1
COc1ccc(-n2nc(C(=O)NCc3cc(OC)ccc3OC)c3c4ccccc4n(C)c3c2=O)cc1	5	4	-0.3	17	-4	3	8	-2	-2	-18
CCc1noc(C)c1C(=O)Nc1nc2ccc(OC)cc2s1	nt	-1	0.0	-8	-85	nt	-5	6	6	nt
CCCC[n+]1ccn(C2=C([O-])c3ccccc3C(=O)/C2=N\S(=O)(=O)c2ccc(Cl)cc2)c1	5	18	-1.3	17	66*	7	-15	-3	14	-34
